Tau fibril ThT: qHTS for Inhibitors of Tau Fibril Formation, Thioflavin T Binding. hit rate 2.1% among 270,000. recombinant tau K18 P301L, heparin-induced fibrillization, ThT fluorescence. Potency, µM (top dose mostly 57.4 µM), without a hit: at the highest dose activity, negative = inhibition, hits mostly inhibitors; further: nearly all actives have a fitted effect of over 55% in size
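Aggregation was driven by heparin (20 uM final) acting on recombinant tau […] bearing P301L in 100 mM sodium acetate pH 7; fibrils were detected with Thioflavin T.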
Tau fibril FP: qHTS for Inhibitors of Tau Fibril Formation, Fluorescence Polarization; K18 P301L tau heparin fibrillization, Alexa594 FP, 6 h; Potency, µM (doses to about 57.7 µM), inactives show at the top dose activity, negative = inhibition, usual class: inhibitors; AID 1468, 2008; Microtubule-associated protein tau (Homo sapiens), P10636; hit rate 0.39% among 280,000; further: nearly all actives have a fitted effect of over 55% in size
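Recombinant K18 P301L […], labeled with Alexa 594 at 0.24 uM over 15 uM unlabeled; heparin inducer 20 uM final; 37 C, 6 hr; FP endpoint.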
ALDH1A1 inh: qHTS Assay for Inhibitors of Aldehyde Dehydrogenase 1 (ALDH1A1). Aldehyde dehydrogenase 1A1 (Homo sapiens), P00352. Purified ALDH1A1, NADH fluorescence, propionaldehyde substrate. Potency, µM (series often up to 75.3 µM), for the others: at the highest dose activity, negative = inhibition, most hits filed as inhibitors. hit rate 7.3% among 220,000. AID 1030, 2008; active means well fitted inhibition curve with a large enough effect, not every such curve was filed as active; inconclusive means small, poorly fitted or top-dose-only effect, or another doubt; inactive means no such curve, though single readings can be large or run the other way;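 further: plate controls were no enzyme wells and a reference inhibitor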
Target sequence (P00352 whole entry, looked up): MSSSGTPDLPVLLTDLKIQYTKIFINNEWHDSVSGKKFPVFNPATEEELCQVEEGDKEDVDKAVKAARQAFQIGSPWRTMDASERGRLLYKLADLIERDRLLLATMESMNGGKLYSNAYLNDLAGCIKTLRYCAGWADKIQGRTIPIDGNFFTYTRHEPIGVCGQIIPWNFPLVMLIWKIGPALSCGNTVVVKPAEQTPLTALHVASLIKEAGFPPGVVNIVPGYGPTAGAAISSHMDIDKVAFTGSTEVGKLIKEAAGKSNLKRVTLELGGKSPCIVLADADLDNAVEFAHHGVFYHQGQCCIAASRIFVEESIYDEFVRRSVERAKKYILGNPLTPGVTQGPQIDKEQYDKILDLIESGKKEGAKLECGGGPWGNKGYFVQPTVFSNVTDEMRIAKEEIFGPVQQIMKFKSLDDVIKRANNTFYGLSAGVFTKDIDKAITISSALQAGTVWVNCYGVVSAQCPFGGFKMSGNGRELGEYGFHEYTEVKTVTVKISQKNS
TRb SRC2 PPI: qHTS for Inhibitors of the Interaction of Thyroid Hormone Receptor and Steroid Receptor Coregulator 2; hit rate 0.065% among 280,000; AID 1469, 2008; Potency, µM (top dose mostly 106 µM), inactives show at the top dose activity change, negative = inhibition, most hits filed as inhibitors; TRbeta-SRC2 peptide binding, fluorescence polarization; receptor liganded with 1 µM T3;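 further: plate controls were bound peptide for no effect and peptide without receptor for full effect; nearly all actives have a fitted effect of over 50% in size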
Target sequence (P10828 whole entry, looked up): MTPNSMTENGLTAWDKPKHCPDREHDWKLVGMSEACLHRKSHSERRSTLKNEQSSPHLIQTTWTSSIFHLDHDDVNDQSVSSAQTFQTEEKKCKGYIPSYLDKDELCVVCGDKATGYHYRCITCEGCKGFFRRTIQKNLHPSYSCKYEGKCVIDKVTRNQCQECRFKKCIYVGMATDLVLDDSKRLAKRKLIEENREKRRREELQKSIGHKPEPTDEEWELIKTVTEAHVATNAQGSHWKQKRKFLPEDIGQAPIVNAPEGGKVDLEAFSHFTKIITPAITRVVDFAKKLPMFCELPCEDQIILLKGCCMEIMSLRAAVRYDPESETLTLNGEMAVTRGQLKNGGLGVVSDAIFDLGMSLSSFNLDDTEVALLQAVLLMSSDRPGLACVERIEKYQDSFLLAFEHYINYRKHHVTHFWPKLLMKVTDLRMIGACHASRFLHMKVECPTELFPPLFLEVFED
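A fluorescence polarization screen tested compounds at multiple concentrations against complex formation between 0.6 uM TRb ligand-binding domain and 20 nM Texas Red SRC2 peptide, with 1 uM T3 present; readout after 5 hr.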
L3MBTL1 inh: qHTS Assay for the Inhibitors of L3MBTL1; Potency, µM (highest dose often 57.1 µM), inactives show at the top dose activity, negative = inhibition, actives largely listed as inhibitors; AID 485360, 2010; hit rate 0.66% among 230,000; AlphaScreen L3MBTL1–H3K9me1 peptide binding; Lethal(3)malignant brain tumor-like protein 1 (Homo sapiens), Q9Y468; further: nearly all actives have a fitted effect of over 60% in size
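Displacement of a biotinylated histone H3(1-15) peptide monomethylated at Lys9 (75 nM) from L3MBTL1 (50 nM) was measured by AlphaScreen after a 30 min room-temperature compound incubation; cefsulodin titration served as intraplate control.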
TR SRC2 fluor cs: Total Fluorescence Counterscreen for Inhibitors of the Interaction of Thyroid Hormone Receptor and Steroid Receptor Coregulator 2 | TRb/SRC2 Texas Red total fluorescence interference | Potency, µM (series often up to 106 µM), inactives show at the highest dose fluorescence change, negative = quenching | AID 1479, 2009 | hit rate 0.29% among 280,000; active means well fitted curve in either direction with a large enough effect; inconclusive means small, poorly fitted or top-dose-only effect
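Flags fluorescent or light-absorbing compounds by total fluorescence, S + 2P, at 555 nm excitation and 632 nm emission. Mixture: 20 nM Texas Red SRC2 peptide, 0.6 uM human TRb LBD, 1 uM T3, 5% DMSO; compound exposure 5 h at ambient temperature.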
aGal spleen mod: qHTS Assay for Inhibitors and Activators of Human alpha-Galactosidase From Spleen Homogenate; Alpha-galactosidase A (Homo sapiens), P06280; human spleen homogenate, 4MU-alpha-Gal fluorescence, 40 min; Potency, µM (titrated, usually from 80 µM), without a hit: top-dose activity change, negative = inhibition, hits mostly inhibitors; hit rate 0.008% among 240,000;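 further: 0% = enzyme with vehicle and -100% = no enzyme basal signal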
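Inhibition or activation of alpha-galactosidase in human spleen homogenate is scored by 4-MU fluorescence after 40 min at 37C, pH 5.0, with 1 mM substrate. AC50s come from concentration-response fitted to the Hill equation.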
Tau fluor counter: Counterscreen qHTS for Inhibitors of Tau Fibril Formation, Fluorescence Polarization; tau K18 P301L (four-repeat tau fragment) Alexa594 fluorescence, heparin fibrillization; Potency, µM (highest dose often 57.7 µM), without a hit: at the top dose activity change, negative = decrease; hit rate 0.93% among 280,000; further: nearly all actives have a fitted effect of over 55% in size
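Human K18 P301L tau (15 uM unlabeled plus 0.24 uM Alexa 594-labeled, final) in 100 mM sodium acetate pH 7 was mixed with compound and 20 uM heparin and incubated 6 hr at 37 C.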
* = called active by the depositor; ? = inconclusive; . = not tested or not shown; & = joins results of further samples; [ ] = dose if it differs, or a comment. Unless noted, the call rests on the fitted dose curve; in most records, active means well fitted curve in the direction sought with a large enough effect; inconclusive means small, poorly fitted or top-dose-only effect, or another doubt; inactive means no such curve, though single readings can be large; an effect the other way counts as inactive or inconclusive. Unless noted, on the % scale 0 is the no-effect control and ±100 the full control effect; potency means the concentration at half of the fitted maximal effect.

mol	Tau fluor counter	Tau fibril ThT	Tau fibril FP	L3MBTL1 inh	TRb SRC2 PPI	aGal spleen mod	TR SRC2 fluor cs	ALDH1A1 inh
C/C(Cl)=C/Cn1c(=O)c2c(nc(Br)n2Cc2ccccc2)n(C)c1=O	-8.8%	-16.3%	-2.3%	12.1%	1.3%	-2.7%	1.0%	-4.4%
c1cnc2c(c1)ccc1cccnc12	-15.1%&-16.3%&-21.8%	28.2µM*	?	3.16µM*	2.9%&3.7%&-1.6%&-1.6%	1.0%&-8.6%&-3.0%&-22.4%	-3.2%&0.2%&0.1%&-5.9%	9.7%[13.5 µM]
Cc1ccc(Cl)cc1NC(=S)N(C)N	-7.4%	-4.4%	-2.6%	14.2%	-2.6%	-10.3%	-2.3%	12.9%
CC(C)c1nc(SCC(=O)N2CCN(c3ccccc3)CC2)c2c(=O)n(C)c(=O)n(C)c2n1	-9.6%	?	-4.3%	8.2%	-5.7%	2.2%	1.0%	-7.4%
COCC(=O)N(Cc1nc2sc(C)c(C)c2c(=O)[nH]1)C1CCCCC1	9.9%	.	6.7%	.	4.9%	-5.5%	-0.5%	.
COCCNC(=O)/C(C#N)=C\c1ccc(CNS(=O)(=O)c2ccc(C)cc2)o1	8.0%	7.2%	3.2%	41.4%[activator]	-2.8%	6.0%	-8.2%	-15.1%
Cc1ccc(NC2OC(CO)C(O)C(O)C2O)cc1 (stereo unspecified)	-12.9%	-13.0%	-10.1%	.	10.3%	-1.7%	-0.4%	-3.1%
COc1ccc(S(=O)(=O)N(CC(=O)Nc2ccccc2Cl)Cc2ccccc2)cc1	-19.5%	1.2%	-9.1%	.	-6.7%	.	-2.5%	.
COc1ccc(CNC(=O)CCCN2C(=O)CCn3nc(-c4cn(C)c5ccccc45)cc32)cc1	-3.1%	-3.4%	-0.6%	.	-6.2%	.	?	.
Cc1ccc(O)c(N=Nc2ccc(S(=O)(=O)N3CCOCC3)cc2)c1	16.1%	10.0%	?	-20.0%	-3.1%	0.7%	-1.7%	8.4%
CCOc1ccccc1C(=O)N1c2ccccc2Sc2ccccc21	-17.7%	?	6.8%	.	1.5%	-1.0%	-1.8%	6.4%
COc1ccccc1OCC(=O)NCc1nc(-c2ccc(Cl)cc2)no1	-22.0%	-11.8%	4.3%	.	-7.1%	.	?	.
C=CCNC(=S)Nc1cccc([N+](=O)[O-])c1	-7.4%	-6.5%	10.2%	.	-3.5%	12.9%	-0.9%	.
c1ccc2c(c1)OC(CCCN1CCCCC1)c1ccccc1S2 (stereo unspecified)	-0.4%	-6.5%	0.1%	?	5.8%	9.6%	-1.1%	4.5%
Cc1cc(NC(=O)CSCc2ccc([N+](=O)[O-])cc2)no1	1.7%	-5.0%	-9.9%	-1.0%	-5.4%	-6.4%	-1.6%	-13.9%
O=C(NCCN1CCCC1)c1ccc(Cn2c(=S)[nH]c3ccc(Br)cc3c2=O)cc1	-29.6%	?	3.0%	.	-8.7%	7.4%	0.4%	-10.0%
CC1(C)CC(=O)C=C(NC2CCCCCC2)C1	-0.7%	-8.4%	3.2%	4.7%	-5.8%	0.0%	1.1%	3.6%
Cc1ccc(C)c(NC(=O)c2ccc3c(O)c(S(=O)(=O)c4ccc(Cl)cc4)c(=O)[nH]c3c2)c1	0.4%	-10.0%	6.1%	.	-5.9%	.	-2.2%	.
CC(C)CC(=O)NC(=S)Nc1cc(C(F)(F)F)ccc1N1CCOCC1	-20.6%	-5.5%	6.6%	1.4%	-4.3%	-15.1%	0.2%	-5.6%
O=C(Nc1cccc([N+](=O)[O-])c1)C1C2/C=C\CCCCC21 (stereo unspecified)	-13.6%	4.1%	1.4%	4.6%	-7.8%	-3.8%	-0.9%	-19.8%
COc1cccc(C(=O)Nc2c3c(nn2-c2cccc(C)c2C)CS(=O)C3)c1OC (stereo unspecified)	-6.2%	-6.3%	-8.3%	1.6%	-0.8%	5.4%	0.4%	-1.1%
CCC(=O)Nc1cc2nn(-c3ccc(C)cc3)nc2cc1C	5.4%&-4.5%	-2.3%&-6.5%	5.3%&-7.2%	-6.7%	0.9%&0.1%	0.7%	3.6%&-9.3%	11.2%
CCC(=O)n1nc(-c2cccnc2)nc1NCc1ccccc1	-10.7%	-13.4%	-5.1%	.	4.1%	7.9%	5.8%	-5.2%
CCOC(=O)c1ccc(NC(=O)NCc2ccc(OC)cc2)cc1	-4.0%	-6.0%	-5.5%	46.8%[activator]	-7.6%	-8.5%	-6.3%	-0.5%
COc1cccc(N(CC(=O)NC(C)c2ccccc2)S(C)(=O)=O)c1 (stereo unspecified)	6.4%	1.9%	8.1%	-7.5%	-9.4%	0.7%	-6.3%	?
Cc1nn2c(=O)cc(COC(=O)c3ccccc3NC(=O)COc3ccccc3C)nc2s1	-3.6%	0.8%	-2.3%	.	-1.7%	.	-1.3%	.
O=C(CSc1nnc(SCc2cccc3ccccc23)s1)c1ccc2c(c1)OCO2	-21.0%	-14.6%	-0.4%	-2.8%	-11.7%	-2.2%	-0.4%	0.398µM*
O=C(CSc1ccccn1)N/N=C/c1ccccc1[N+](=O)[O-]	-12.1%	-10.0%	-0.8%	-6.0%	-4.2%	1.5%	-1.5%	?
O=C(Cn1c(=O)oc2cc(S(=O)(=O)NCc3ccccc3)ccc21)Nc1ccc(F)c(Cl)c1	-26.4%	-3.3%	?	.	-3.5%	.	-2.5%	.
COc1ccccc1/C=C/C1(C(=O)NC2CCCC2)CC(=O)N1c1ccccc1 (stereo unspecified)	-15.0%	-6.1%	-14.2%	.	-1.8%	3.2%	-2.2%	.
CC(=O)c1ccc(NC(=O)c2cn3c4c(ccc(Cl)c4c2=O)OC(C)C3)cc1 (stereo unspecified)	2.0%	-8.8%	0.2%	.	0.1%	.	3.5%	.
COC(=O)C1(C)NC(c2ccco2)C2C(=O)N(c3ccc(F)cc3)C(=O)C21 (stereo unspecified)	2.4%	-2.5%	-3.4%	-0.8%	5.8%	-0.6%	-2.9%	8.5%
CC1CCCC(C)N1C(=O)Cc1ccccc1 (stereo unspecified)	4.8%	-1.6%	-4.4%	.	1.5%	?	-3.9%	?
COc1ccc(/C=C/C(=O)NC(=S)NNC(=O)c2cccs2)cc1	2.2%	?	0.2%	33.8%[activator]	-1.8%	-4.1%	-1.4%	?
Cc1ccc(-n2cnc3sc(C)c(C)c3c2=O)cc1	2.5%	-0.7%	-8.2%	-1.0%	-1.7%	0.5%	-0.8%	4.0%
CCCCN1CCCC1CNC(=O)c1cc(C#N)c2ccccc2c1OC (stereo unspecified)	-6.7%	-8.3%	2.7%	.	7.8%	-15.3%	-0.8%	.
COc1ccc(CNc2oc(/C=C/c3cccc(OC)c3)nc2C#N)cc1	6.31µM*[quencher]	?	?	.	-2.0%	.	-4.6%	.
CC(=O)OC(C(=O)NC1CCCCC1)c1cccc(C)c1 (stereo unspecified)	3.0%	-5.1%	13.5%	5.7%	-8.7%	-5.2%	0.3%	-10.0%
CC(C)Cn1c(N)c(C(=O)COC(=O)c2ccccc2Cl)c(=O)n(C)c1=O	-16.4%	-4.2%	-6.4%	0.3%	3.5%	0.2%	0.1%	?
O=C(CSCc1cnn(-c2ccccc2)c1-n1cccc1)N1CCN(Cc2ccccc2)CC1	-15.7%	?	3.9%	.	-8.5%	-6.0%	-0.2%	?

Retrieved one by one from above:
mol	Tau fluor counter	Tau fibril ThT	Tau fibril FP	L3MBTL1 inh	TRb SRC2 PPI	aGal spleen mod	TR SRC2 fluor cs	ALDH1A1 inh
CCOc1ccccc1C(=O)N1c2ccccc2Sc2ccccc21	-17.7%	?	6.8%	.	1.5%	-1.0%	-1.8%	6.4%
COc1cccc(C(=O)Nc2c3c(nn2-c2cccc(C)c2C)CS(=O)C3)c1OC (stereo unspecified)	-6.2%	-6.3%	-8.3%	1.6%	-0.8%	5.4%	0.4%	-1.1%
Cc1nn2c(=O)cc(COC(=O)c3ccccc3NC(=O)COc3ccccc3C)nc2s1	-3.6%	0.8%	-2.3%	.	-1.7%	.	-1.3%	.

Other results follow.
mol	Tau fluor counter	Tau fibril ThT	Tau fibril FP	L3MBTL1 inh	TRb SRC2 PPI	aGal spleen mod	TR SRC2 fluor cs	ALDH1A1 inh
O=C(Cc1ccccc1)NNC(=S)Nc1ccccc1	6.6%	-1.7%	-3.9%	-3.6%	-2.0%	5.2%	-0.9%	4.4%
c1ccc(-c2cn(-c3ccccc3)c3[n+]2CCS3)cc1	3.7%	2.0%	-4.7%	7.0%	-1.3%	5.2%	-0.7%	16.5%
Cc1ccc(NC(=O)COC(=O)CCC(=O)c2cccs2)cc1C	-2.5%	-2.2%	5.7%	-4.8%	-5.8%	-4.7%	0.0%	?
Cc1cccc(-n2nc(C)c3c2NC2=C(C(=O)CCC2)C3c2ccccn2)c1 (stereo unspecified)	-8.3%	-13.1%	-1.4%	.	-4.3%	0.9%	-4.6%	?
Cc1ccc(C(=O)CCC(=O)Nc2cccnc2)cc1C	-8.0%	-11.0%	-6.3%	2.6%	1.5%	0.4%	0.3%	-5.5%
Cc1ccc(S(=O)(=O)c2n[nH]n3c2nc(=O)c2ccccc23)cc1	-11.9%	-16.1%	-2.1%	3.5%	-11.9%	-1.1%	-0.5%	?

Compound activity as filed in PubChem.
